# S100A4 inh HTS – S100A4-myosin IIA interaction inhibition; P26447; S100A4/TAMRA-MyoIIA peptide fluorescence polarization; inhibition, % at 10.7 µM; actives 0.14% (n = 360,000); AID 652163;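 active means mean inhibition of at least 70% across replicates, with every replicate also reaching that level; inconclusive means mean inhibition reaches 70% but some replicates fall short; inactive means mean inhibition below 70%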
# Target sequence (P26447 whole entry, looked up): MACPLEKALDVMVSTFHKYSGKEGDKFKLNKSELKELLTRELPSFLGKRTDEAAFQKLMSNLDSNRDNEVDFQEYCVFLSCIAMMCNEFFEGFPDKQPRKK
#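 Material: S100A4 monomer protein | Medium: HEPES pH 7.2 with CaCl2, KCl, NaCl, DTT, Triton | Reagent: Labelled myosin peptide probe, 5 nM | Doses: One dose per compound | Times: 5 min incubation before reading | Benchmarks: Neutral control DMSO, positive control TFP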
# Statin myotox sup – protects C2C12 myotubes from simvastatin toxicity; ATP luminescence, 48 h; scaled: DMSO 0, geranylgeraniol control 100; rescue of ATP level, % at 7.49 µM; actives 0.78% (n = 330,000);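 active means mean ATP rescue above about 67%, or every replicate alone reaching that limit, limit read from the data, passing the limit was not always enough; inconclusive means no clear call, values can overlap the other calls; inactive means mean under the limit and some replicate under it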;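 further: myotubes were challenged with 10 µM simvastatin during compound exposure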
# Casp6 inh – inhibitors of human caspase-6 | purified caspase-6, Z-VEID-R110 cleavage fluorescence | P55212 | actives 0.53% (n = 350,000) | inhibition, % at 12.5 µM | AID 686996;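 active means mean inhibition across replicates at least about 35%, with every replicate also reaching that limit, limit read from the data; inconclusive means only one of the two criteria met; inactive means neither criterion met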;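 further: 0% = median of neutral control wells and 100% = no fluorescence left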
# Target sequence (P55212 24-179 limits assumed): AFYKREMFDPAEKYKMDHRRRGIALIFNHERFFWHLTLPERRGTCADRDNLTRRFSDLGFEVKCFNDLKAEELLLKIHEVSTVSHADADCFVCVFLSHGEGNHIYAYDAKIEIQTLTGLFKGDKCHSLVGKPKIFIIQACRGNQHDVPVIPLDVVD
# Target sequence (P55212 194-293 limits assumed): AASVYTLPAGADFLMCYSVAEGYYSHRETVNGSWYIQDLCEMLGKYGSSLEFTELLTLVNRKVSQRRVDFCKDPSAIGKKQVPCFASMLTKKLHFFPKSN
# SIRT5 inh – inhibitors of human sirtuin-5 desuccinylase | Q9NXA8 | Purified SirT5, succinyl-peptide AMC, trypsin-coupled fluorescence | inhibition, % at 15 µM | actives 1.1% (n = 330,000) | AID 652115; in the data active means inhibition above about 15%; inconclusive means no clear call, values can overlap the other calls
# Target sequence (Q9NXA8 whole entry, looked up): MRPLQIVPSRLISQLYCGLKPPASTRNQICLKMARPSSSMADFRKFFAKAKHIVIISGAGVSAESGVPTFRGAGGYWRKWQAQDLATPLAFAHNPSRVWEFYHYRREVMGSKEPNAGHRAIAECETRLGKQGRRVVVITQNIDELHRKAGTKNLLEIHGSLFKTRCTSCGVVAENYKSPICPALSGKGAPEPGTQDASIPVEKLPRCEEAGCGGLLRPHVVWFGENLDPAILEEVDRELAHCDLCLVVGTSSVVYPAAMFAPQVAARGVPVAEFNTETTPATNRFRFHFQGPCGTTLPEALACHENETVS
# LGR2 inh – blocks bursicon-induced cAMP signaling via Drosophila LGR2; inhibition, % at 9.99 µM; HEK293 LGR2, CRE-luciferase, bursicon-stimulated, 4 h; actives 0.35% (n = 380,000);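 active means drop in luminescence signal, shown as inhibition above about 50% in the replicate tests, limit read from the data, passing the limit was not always enough; inconclusive means probably only some replicates passing the limit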;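 further: agonist challenge used bursicon conditioned medium at about half maximal strength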
# esBAF inh – inhibitors of esBAF chromatin remodeling in mouse ES cells; Bmi1-luciferase knock-in reporter, 24 h; 100% = twice the neutral-well signal; reporter increase, % at 12.5 µM; actives 2% (n = 350,000); AID 602393; in the data active means activation above about 40%; inconclusive means no clear call, values can overlap the other calls;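 further: 0% = median of the plate's neutral control wells and 100% = double that signal; a rise in the Bmi1 reporter signal indicates esBAF inhibition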
# FN deposition inh – fibronectin deposition inhibition | actives 0.086% (n = 350,000) | AID 743247 | inhibition, % at 12.6 µM | AH1F fibroblasts, Alexa488-fibronectin deposition fluorescence, overnight;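 active means mean inhibition across replicates of 30% or more, regardless of how many single replicates reach that level; inconclusive means mean under 30% yet at least half of replicates reach 30%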;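 further: positive control wells lacked labelled fibronectin entirely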
#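 Material: AH1F fibroblasts assembling fluorescent fibronectin matrix; amount: 10000 AH1F cells/well; medium: DMEM, 2% serum; reagent: Alexa488-fibronectin, 24 nM final in well; dosing: single compound dose, delivered by pin transfer; incubation: 1 h adhesion, overnight exposure; detection: fluorescence after three HBSS washes, excitation 485 nm, emission 525 nm; measure: fibronectin deposition inhibition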
# * marks the source's active call; other numbers are inactive results; ? = inconclusive; / = no result given; & = joins results of further samples. These rows are one share of the data; rates above refer to the full screens.
SMILES,S100A4 inh HTS,Statin myotox sup,Casp6 inh,SIRT5 inh,LGR2 inh,esBAF inh,FN deposition inh
O=C(Nc1cccc(NC(=O)c2cccc([N+](=O)[O-])c2)n1)c1cccc([N+](=O)[O-])c1,-1.2,-23.6,-2.5,2.9,-1.0,11.5,9.3
O=C(NCCN1CCOCC1)/C(=C\c1ccccc1Cl)NC(=O)c1ccccc1,1.9,/,-0.9,-0.9,-10.5,/,5.0
CCCCCCSc1ccc([C@H]2N[C@@](C)(C(=O)OC)[C@H]3C(=O)N(C)C(=O)[C@@H]23)cc1,3.7&-2.5,3.3,2.7&2.1,-3.2,-4.9&6.3,1.0,4.5
CC(C)(C)N1C(=O)c2ccccc2NC(=O)C1C(=O)NCCc1ccccc1 (stereo not drawn),1.8,/,0.0,-2.2,-11.9,/,5.5
O=C(C[C@@H]1CC[C@H](NC(=O)C2CCC2)[C@@H](CO)O1)NC1CCC1,6.4,-3.6,9.1,-3.6,-2.0,3.1,/
O=C(Nc1ccccc1)N1CC(=O)N2[C@H](CO)[C@@H](c3ccc(C#Cc4cccnc4)cc3)[C@@H]2C1,20.3,/,-1.4,-2.0,-5.7,/,/
CC(C)c1ccc(NC(=S)NN2C(C)CCCC2C)cc1 (stereo not drawn),-11.9,/,0.5,-5.3,-31.2,/,1.6
O=C(NC[C@@H]1N[C@@H](CO)[C@H]1c1ccc(C2=CCCCC2)cc1)c1ccc(F)cc1,-31.0,-51.5,-0.5,0.8,-3.0,-4.5,-17.4
COc1ccc(NC(C)=O)cc1S(=O)(=O)N1CCn2cccc2C1C (stereo not drawn),-2.3,0.1,3.9,-6.4,-13.4,0.0,-3.8
C[C@@H]1CN([C@@H](C)CO)C(=O)Cc2cc(NC(=O)Cc3ccccc3)ccc2O[C@@H]1CN(C)Cc1ccccc1,0.9,11.8,1.0,-2.4,14.3,-0.4,/
O=C(O)c1ccc(S(=O)(=O)NCc2cccnc2)cc1,-15.2,-1.0,-1.6,-1.2,-12.7,-2.0,0.6
O=C(COC(=O)c1cc[n+]([O-])cc1)Nc1ccc2c(c1)OCCO2,/,-1.4,/,/,/,4.4,6.7
COc1ccc(C(=O)NCCOc2cccc(OC)c2)cc1,3.4,/,0.9,-6.2,-4.5,/,-3.1
CCN1[C@H](C(=O)N2CCc3ccccc3C2)[C@@H](CO)[C@@H]2Cn3c(cccc3=O)[C@@H]21,6.8,-17.1,-0.2,0.8,2.8,-0.9,/
Cc1ccc(C2(C)NC(=O)N(CC(=O)Nc3ccc(-c4nc5ccc(C)cc5s4)cc3)C2=O)cc1 (stereo not drawn),-3.0,/,0.5,-4.1,-81.3,/,-2.5
COc1cccc(/C=C2\N=C(SC)SC2=O)c1OC,/,9.3,/,/,/,-0.9,3.2
N/C(=N\OC(=O)COc1ccc(Cl)cc1Cl)c1ccccn1,-2.4,-2.7,-2.7,-4.1,?,4.0,6.9
CC(C)(C)OC(=O)CC[C@@H](C(=O)N1CCN(C(=O)OC(C)(C)C)CC1)n1cc(C(CO)NC(=O)OC(C)(C)C)nn1 (stereo partly drawn),0.4,7.7,-4.0,-4.7,-4.6,-5.6,-1.7
Cc1ccc(S(=O)(=O)N2[C@@H](c3ccc(C(C)(C)C)cc3)C(C(=O)O)=CC[C@H]2c2ccc(C(C)C)cc2)cc1,1.5,21.8,33.2,28.1*,18.3,2.3,/
CCOC(=O)N1CCN(C(=O)c2ccc3c(c2)N(Cc2ccc(F)cc2)CCS3)CC1,3.3,48.1,-1.2,-1.4,7.0,-23.0,1.9
COc1ccc(S(=O)(=O)CC(=O)Nc2nnc(C(F)(F)F)s2)cc1,-0.9,0.1,2.3,-0.6,-2.3,0.9,2.2
O=C(N[C@H]1CC[C@@H](CCNS(=O)(=O)Cc2ccccc2)O[C@H]1CO)c1cnccn1,-4.3,-1.2,0.7,3.1,6.6,-6.8,-19.6
CCC(=O)NC(=S)Nc1ccc(NC(=O)c2ccc(OC)cc2)cc1,-3.8,/,-1.5,1.0,21.2,/,/
C[C@H]1CCCCO[C@@H](CN(C)C(=O)c2ccccc2)[C@@H](C)CN([C@@H](C)CO)C(=O)c2cc(NC(=O)Cc3ccccc3)ccc2O1,-4.8,/,-2.3,1.2,22.4,0.6,/
COC(C(=O)Nc1ccnn1C1CCN(C(=O)c2ccc(C)cc2)CC1)c1ccccc1 (stereo not drawn),-3.4,1.9,2.0,-1.4,4.7,-1.3,5.6
C[C@@H]1CN([C@H](C)CO)C(=O)Cc2cc(NC(=O)Nc3ccccc3)ccc2O[C@@H]1CN(C)Cc1ccc(C(=O)O)cc1,11.0,7.1,-1.2,-0.5,/,2.4,/
Fc1cccc2sc(N3CCCC3)nc12,0.5,/,5.5,-0.8,-30.0,/,3.1
COC(=O)c1ccc(COC(=O)c2ccc(CS(=O)(=O)c3ccc(C)cc3)cc2)cc1,/,-4.6,/,/,0.5,-5.5,/
Cc1ccc(C(=O)C2=C(O)C(=O)N(c3ncccn3)C2c2ccccc2F)o1 (stereo not drawn),9.5,-4.7,0.1,2.5,-1.8,5.3,-3.4
O=[N+]([O-])c1cccc(-c2csc(Nc3ccccc3)n2)c1,9.1,1.0,5.8,-1.5,-95.2,52.4*,2.5
Cc1cc(S(=O)(=O)Nc2nc(CN3CCOCC3)nc3sc4c(c23)CCC4)ccc1F,-10.6,-1.8,16.9,1.9,-36.1,-6.3,-1.2
Cc1cccc(NC(=O)c2ncn3c2C(=O)N[C@@H](C)C3)c1,-15.0,-5.2,0.8,/,2.3,3.5,4.9
COC(=O)c1cccc(N(C(=O)c2cnccn2)C(C(=O)NCc2ccccc2)c2ccco2)c1 (stereo not drawn),1.6,/,0.3,-4.0,2.5,/,/
CN(C)CCCN(C(=O)c1cccc(N2C(=O)CCC2=O)c1)c1nc2cc3c(cc2s1)OCO3,1.9,/,-13.2,2.2,-4.1,/,-4.9
CO[C@@H]1CN(C)C(=O)c2cc(NC(=O)Nc3cccc(F)c3)ccc2OC[C@H](C)N(C(=O)C2CC2)C[C@H]1C,/,-3.1,/,/,-11.4,0.6,11.5
O=C(CN1C(=O)NC2NC(=O)NC21)NC1CCCCC1 (stereo not drawn),-1.3,39.9,4.3,-2.5,-11.4,7.9,7.3
CCN(CC(=O)NCc1ccc(Cl)cc1)C(=O)c1sccc1C,-2.3,5.3,-1.8,-12.1,5.7,7.2,-6.3
COc1ccc(-c2c(C)nn3c(-c4ccccc4)cc(C)nc23)cc1,-1.5,-38.6,-1.0,13.2,10.8,-10.1,/
C[C@H](CO)N1C[C@H](C)[C@@H](CN(C)C(=O)Nc2ccc3c(c2)OCO3)Oc2cc(C3=CCCCC3)ccc2S1(=O)=O,-4.0,-11.2,2.5,11.6,-0.8,7.2,/
COc1ccc(-c2nc3ccc(N4CCN(C)CC4)cc3c(=O)[nH]2)cc1,1.7,/,-0.4,-3.8,/,/,-5.6
COCCCNC(=O)Cc1ccccc1OC,7.2,1.6,1.9,-6.6,3.7,3.8,/
CCc1nc2ccc(C(=O)NCCNC(C)=O)cn2c1N(CC)Cc1cccc(Br)c1,-2.2,-7.0,-32.4,-1.5,8.2,-0.6,-6.2
CC(OC(=O)c1cccnc1)C(=O)Nc1ccc2c(c1)OCO2 (stereo not drawn),-2.3,/,0.7,-0.2,0.5,/,0.5
COc1ccc(S(=O)(=O)N(C)C[C@H]2OCCCC[C@@H](C)Oc3ccc(NC(=O)Cc4ccccc4)cc3C(=O)N([C@@H](C)CO)C[C@H]2C)cc1,9.8,/,0.7,2.0,6.9,4.5,3.1
Cc1cc(C)nc(NS(=O)(=O)c2ccc(NC(=O)c3nn(-c4ccccc4)ccc3=O)cc2)n1,-2.0,-0.1,-0.5,-0.8,-6.3,7.4,4.3
CCCNC(=O)C[C@H]1C[C@@H]2c3cc(NC(=O)COC)ccc3O[C@@H]2[C@H](CO)O1,-18.6,1.9,-3.1,-3.4,9.0,-3.5,/
COc1ccccc1C#Cc1ccc([C@@H]2[C@H](CO)N3CCCCN(S(C)(=O)=O)C[C@@H]23)cc1,-26.4,13.0,-0.5,4.1,5.1,-3.5,/
COc1ccccc1NC(=O)N1C[C@@H]2[C@H](c3ccccc31)[C@@H](CO)N2C(C)=O,-1.0,-6.6,-2.6,-2.1,-10.7,0.8,/
FC(F)(F)c1ccccc1CNCc1ccncc1,1.1,15.5,-1.9,-1.5,14.4,-0.5,-2.5
O=[N+]([O-])c1ccc2nc(/C=C/c3ccc(Cl)cc3)[nH]c2c1,/,-19.1,/,/,-19.8,46.7*,-0.5
COC(=O)c1cc(CNC(=O)c2ccccc2OCc2c(C)noc2C)ccc1OC,-0.9,/,-5.4,0.3,5.3,/,-5.8
Cc1cccn2c(CN3CCSCC3)c(C(=O)N3CCOCC3)nc12,-0.8,7.1,-0.2,0.5,-14.6,-8.8,4.8
Cn1c(SCCOc2ccccc2Cl)nnc1-c1cccs1,/,-4.7,/,/,/,12.8,-7.1
CSC1=N/C(=C\c2ccccc2)C(=O)N1C,-6.3,-1.8,-3.2,1.0,-13.1,2.4,/
O=C(C[C@@H]1C[C@@H]2c3cc(NC(=O)NC4CCCC4)ccc3O[C@@H]2[C@H](CO)O1)NCc1ccncc1,-0.9,2.3,-1.6,0.4,19.7,6.6,-13.0
CCOc1ccc(N(CC(=O)NC2CCCCCC2)S(=O)(=O)c2c(C)[nH]c(=O)[nH]c2=O)cc1,-3.4,-3.6,0.8,/,-10.6,-5.5,-5.2
Cc1ccc(CN2C(=O)N/C(=C\c3cccn3-c3cccc(C(=O)O)c3)C2=O)cc1,9.3,5.4,60.3*,9.7,-24.2,-0.1,-13.1
COc1ccc(F)cc1S(=O)(=O)N1CCCC(C)C1 (stereo not drawn),/,7.8,/,/,/,-1.8,-9.4
COC(=O)c1ccc(Oc2cc(C)nc(-n3nc(C)cc3C)n2)cc1,/,12.9,/,/,/,-10.7,-0.1
COc1ccc(Nc2nc3ccccc3n2C)cc1,-0.8,-2.7,-2.0,5.0,-38.6,-7.1,-10.6

# (next part)
SMILES,S100A4 inh HTS,Statin myotox sup,Casp6 inh,SIRT5 inh,LGR2 inh,esBAF inh,FN deposition inh
O=[N+]([O-])c1cccc(C(=S)N2CCCC2)c1,1.3,/,0.1,1.3,17.5,/,0.7
CN(C)CC#Cc1ccc([C@H]2[C@@H](CO)N3CCCCN(CC4CC4)C[C@H]23)cc1,-2.1,/,0.5,3.7,-38.9,/,/
Nc1nc(NC2CCCCC2)nc(NCCO)c1[N+](=O)[O-],-5.9,14.1,-2.7,-3.0,8.3,-6.3,15.4
CCNC(=O)c1cc2c(c(-c3cccc(-c4cccnc4)c3)n1)[C@@H](CCO)N(S(C)(=O)=O)C2,-6.3,/,0.3,9.5,/,/,0.9
Cc1ccc(-c2nc(CN(C)Cc3cccc4cnccc34)c(C)o2)s1,-3.8,/,3.0,-3.8,18.8,/,4.3
COc1ccc(C#Cc2cnc3c(c2)C(=O)N([C@@H](C)CO)C[C@@H](C)[C@@H](CN(C)C(=O)CC2CC2)O3)cc1,-3.3,1.7,1.9,-1.3,1.6,-0.8,-2.1
CCOC(=O)C1(Cc2ccccc2)C(=O)N(CCCN(C)C)c2ccccc21 (stereo not drawn),-0.7,/,-3.5,-4.8,-12.4,/,9.0

# Source: PubChem (Broad Institute)
